Screens as filed in PubChem BioAssay.
D2 PAM – D2 dopamine receptor (human) potentiation | P14416 | HEK293 T-REx D2, calcium flux, EC20 dopamine potentiation | potentiation, % at 10 µM | 340,000 compounds, 0.34% hits | AID 485347;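 active means potentiation over 3 SD above the plate norm, cut at about 30% in these data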; further: 0% is about no effect
Target sequence (P14416 whole entry, looked up): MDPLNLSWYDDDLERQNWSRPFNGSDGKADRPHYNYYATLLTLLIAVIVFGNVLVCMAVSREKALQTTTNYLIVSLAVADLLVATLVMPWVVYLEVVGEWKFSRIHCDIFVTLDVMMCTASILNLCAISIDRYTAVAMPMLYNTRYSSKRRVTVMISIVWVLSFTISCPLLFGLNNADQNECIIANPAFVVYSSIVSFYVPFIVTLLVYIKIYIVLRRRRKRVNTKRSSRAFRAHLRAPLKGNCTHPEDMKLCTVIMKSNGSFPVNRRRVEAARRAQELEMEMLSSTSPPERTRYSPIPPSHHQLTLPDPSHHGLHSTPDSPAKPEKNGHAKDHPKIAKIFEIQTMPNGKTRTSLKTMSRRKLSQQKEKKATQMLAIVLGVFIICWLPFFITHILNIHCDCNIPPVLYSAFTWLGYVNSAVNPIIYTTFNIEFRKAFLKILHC
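Potentiation of an EC20 dopamine calcium response measured kinetically over 180 s, after a preceding 180 s compound-only read flagging agonists. Cells: inducible Hek293 Trex D2 line, 4000/well, cultured overnight at 30 C before dye loading.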
D1 ag – agonists of human D1 dopamine receptor. P21728. 360,000 compounds, 1% hits. AID 504660. HEK293 T-REx D1 cells, calcium flux, agonist mode. activation, % at 2 µM; further: 0% is about no effect
Target sequence (P21728 whole entry, looked up): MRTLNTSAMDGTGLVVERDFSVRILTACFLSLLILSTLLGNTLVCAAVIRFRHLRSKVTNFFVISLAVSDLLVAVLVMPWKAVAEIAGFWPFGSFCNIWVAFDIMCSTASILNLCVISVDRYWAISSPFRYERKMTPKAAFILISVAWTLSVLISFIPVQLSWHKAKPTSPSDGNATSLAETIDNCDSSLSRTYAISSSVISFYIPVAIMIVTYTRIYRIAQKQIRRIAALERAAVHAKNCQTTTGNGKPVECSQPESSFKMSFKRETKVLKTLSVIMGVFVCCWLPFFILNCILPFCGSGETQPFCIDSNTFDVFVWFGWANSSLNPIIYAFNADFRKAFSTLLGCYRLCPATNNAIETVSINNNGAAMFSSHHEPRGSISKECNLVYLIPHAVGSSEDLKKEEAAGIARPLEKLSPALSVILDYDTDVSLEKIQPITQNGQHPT
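Inducible HEK293 T-REx D1 cells, force-coupled to calcium signalling, were plated at 4000 cells/well with tetracycline and held overnight at 30 C. After no-wash calcium dye loading, compound-evoked calcium rise over 180 s flagged agonists.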
D1 PAM – enhances dopamine response at the human D1 receptor | P21728 | HEK293 TREx D1 cells, calcium flux, dopamine EC20 potentiation | potentiation, % at 10 µM | 360,000 compounds, 0.036% hits | AID 504651; in the data active means potentiation above about 30%; further: 0% is about no effect
D2 antagonist – D2 dopamine receptor (human) antagonism; P14416; HEK293 TREx D2 cells, calcium flux, dopamine EC80; inhibition, % at 10 µM; 340,000 compounds, 2% hits; AID 485344; in the data active means inhibition above about 30%; further: 0% is about no effect
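Cells plated overnight at 30 C with tetracycline; no-wash calcium dye, 30–90 min RT; 10 s baseline; compound pinned; 180 s read; EC80 dopamine added; another 180 s read.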
TRHR PAM – allosteric enhancers of human TRH receptor. P34981. TRHR cells, fluo-8 calcium fluorescence, EC20 TRH enhancement. enhancement, % at 2 µM. 360,000 compounds, 0.66% hits. AID 493056; in the data active means enhancement above about 30%; further: 0% is about no effect
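TRHR-expressing cells loaded with fluo-8 calcium dye were read kinetically (ex 480/em 530) during compound addition, then stimulated with an EC20 of TRH (10 nM final). Enhancement of the Gq-mediated intracellular calcium response was scored.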
TRHR agonist – agonists of human TRH receptor; 360,000 compounds, 0.18% hits; activation, % at 2 µM; TRHR cells, calcium flux fluo-8, FDSS agonist mode; AID 493084; P34981; further: 0% is about no effect
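In this calcium-flux screen, cells bearing human TRHR are dye-loaded with fluo-8, baselined for 10 cycles, then exposed to library compounds; positive kinetic calcium responses during the agonist phase mark hits, with TRH as control.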
D1 antagonist – blocks dopamine activation of the human D1 receptor. HEK293 TREx D1 cells, calcium flux, dopamine EC80; stronger effect = lower value. activity change, negative = inhibition, % at 10 µM. 360,000 compounds, 3.2% hits. AID 504652; in the data active means activity change below about -30%; further: on the % scale 0 is the no-effect control and ±100 the full control effect
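HEK293 T-REx cells expressing inducible, force-coupled D1 receptor; no-wash Ca dye, 30–90 min RT. Cmpd → 180 s read at 1 Hz → EC80 DA → 180 s read.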
RXFP1 antag – antagonists of human relaxin receptor RXFP1; activity change, negative = inhibition, % at 57.5 µM; 350,000 compounds, 0.59% hits; AID 1259400; HEK293-RXFP1, relaxin-stimulated cAMP HTRF, 30 min; stronger effect = lower value;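 active means activity change of -60% or lower, but not beyond a set lower limit; inconclusive means change between -60% and -40%, or beyond the set limit; inactive means change above -40%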; further: on the % scale 0 is the no-effect control and ±100 the full control effect
D2 agonist – activates the human D2 dopamine receptor; P14416; AID 485358; activation, % at 2 µM; 340,000 compounds, 0.53% hits; HEK293 T-REx D2 cells, calcium flux agonist mode;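 active means activation over 3 SD above normal in the single-dose calcium agonist read, cut at about 30% in these data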; further: 0% is about no effect
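Tetracycline-induced HEK293 Trex cells with D2 receptor force-coupled to calcium signaling, plated overnight at 30 C and loaded with no-wash calcium dye. Calcium flux read kinetically for 180 s after compound addition; responses flag agonists.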
* marks the source's active call; other numbers are inactive results; ? = inconclusive; · = not tested or not shown; & = joins results of further samples. Unless noted, no stated cut-off is given here; in the data, active means activation above about 30%; inactive means the rest. The order is random; any-hit rate near 7.1%.

Values run as follows: D2 PAM	D1 ag	D1 PAM	D2 antagonist	TRHR PAM	TRHR agonist	D1 antagonist	RXFP1 antag	D2 agonist
Cc1ccc(SCCC(=O)Nc2ccc(Br)c(C)c2)cc1
→ -13	10	-11	-1	-1	-0.5	-33*	-14	-0.6
COc1ccc(OCCNC(=O)/C=C/c2ccc([N+](=O)[O-])cc2)cc1
→ -11	3	4	16	-1	-1.5	-4	·	-0.9
Cc1ccc2c(c1)CN1CN2Cc2cc(C)ccc21
→ 6	1	1	-5	7	-0.1	3	1	-0.6
CCOc1ccccc1CNCCN1CCOCC1
→ -6	2	-3	2	0	0.8	6	0	0.3
CC(C)CCOc1ccc(NC(=O)C2OC3OC(C)(C)OC3C3OC(C)(C)OC23)cc1 (configuration not stated)
→ 11	-1	4	6	1	0.1	-43*	-11	0.0
N#Cc1c2c(c(NCCCN3CCOCC3)n3c1nc1ccccc13)CCC2
→ 11	-1	2	12	-6	-0.7	-17	-16	2.0
CN1CCN(S(=O)(=O)c2ccc(N(C)Cc3ccc(C(F)(F)F)cc3)c([N+](=O)[O-])c2)CC1
→ 5	12	-5	-2	-11	0.8	-12	-8	2.5
Cc1cccc(-n2c(C)cc(/C=C3/C(=N)N4C(c5ccccc5)=CSC4=NC3=O)c2C)c1
→ 0	3	-10	-22	9	0.6	-7	-5	0.6
O=C(c1cccc2ccccc12)N1CCN(c2ccc([N+](=O)[O-])c(NCc3ccco3)c2)CC1
→ 9	1	2	4	4	-0.5	-16	-2	-0.6
Cc1ccc(C(=O)Oc2c(S(=O)(=O)c3ccccc3)c(C)nn2-c2ccccc2)cc1
→ 0	0	8	·	3	0.7	-9	·	-0.7
COc1ccc(C(=O)NC2(C(F)(F)F)NC(=O)N(CCCc3ccccc3)C2=O)c(OC)c1OC (configuration not stated)
→ 8	8	-8	6	-1	0.0	3	-13	1.4
COc1cccc(NC(=O)CN(C)C(=O)C(Sc2ccccc2)c2ccccc2)c1 (configuration not stated)
→ -13	12	3	0	3	-1.5	-1	-17	-0.5
COc1ccccc1/C=N/NC(=O)C(NC(=O)c1ccccc1)=C(C)C
→ 0	2	-4	-10	1	-0.2	1	-2	-0.5
CCCCCC(=O)Nc1cccc(C2=NOC3(C2)C[C@H](C(N)=O)N(C(=O)[C@H]2CCC(=O)N2)C3)c1 (some centres not stated)
→ -20	5	2	-22	-2	0.8	-2	·	0.3
Cc1cc2oc(C(=O)NCc3ccccc3)cc(=O)c2cc1C
→ -4	-1	0	-10	-8	-2.0	0	7	-3.3
CCC1=NC(c2ccc(OC)c(OC)c2)N(O)C1(C)C (configuration not stated)
→ 5	7	-9	-16	9	-0.5	-5	-4	-2.1
CCN(CC(=O)Nc1c(F)cccc1F)C(=O)Cc1n[nH]c(=O)c2ccccc12
→ -4	6	-2	-17	-1	-0.1	5	-10	1.6
O=C(Cn1c(=O)oc2cc(S(=O)(=O)N3CCCC3)ccc21)NCc1ccc(F)cc1
→ -22&-7	11&17	-5	1	-4&0	2.5&1.7	14&-10	·	-0.3&0.6
C=CCNC(=O)CSc1nc2sc3c(c2c(=O)n1CCC)CCC3
→ ·	1	-2	·	4	-0.9	10	13	·
O=C(NCCN1C(=O)S/C(=C\c2ccccc2)C1=O)c1cc(S(=O)(=O)N2CCOCC2)c(Cl)cc1Cl
→ 0	14	5	-14	14	-0.4	-16	7	-0.9
O=C(Nc1ccc2c(c1)oc1ccccc12)c1cccnc1
→ 12	3	-12	15	-21	-0.3	-55*	-6	0.0
Cc1cc(C)c(S(=O)(=O)Cc2ccccc2)c(Cl)n1
→ -3	3	-5	-5	0	0.5	4	-1	0.0
Cc1cccc(C(=O)NCCC(=O)NCc2ccccc2Cl)c1
→ 5	1	-6	17	4	-2.0	13	-7	0.3
COc1cccc(-c2cc(C(=O)O)[nH]n2)c1
→ -13	0	2	12	2	0.6	3	-18	-0.4
O=C(NNS(=O)(=O)c1ccc(Br)cc1)NC1CCCCC1
→ -4	4	-2	13	-1	0.1	-8	17	-2.9
CCC(C)c1ccccc1NC(=O)C(C)Sc1n[nH]c(N)n1 (configuration not stated)
→ 0	2	0	-7	2	0.3	-1	-2	0.9
COc1ccc2nc3c(cc2c1)c(NC(=O)c1cccs1)nn3CC(C)C
→ -2	3	0	24	3	1.1	-8	0	-0.5
c1ccc2c(c1)CCc1c-2nc2ccccc2c1N1CCOCC1
→ -14	2	6	37*	22	1.1	14	-25	0.7
COc1ccc(C2=NN(C(=O)CN3CCCC3)C(c3ccc(OC)cc3)C2)cc1 (configuration not stated)
→ -2	4	12	6	-4	-0.2	8	0	0.0
CCN(CC)C(=O)c1c([N+](=O)[O-])c(C(C)(C)C)nn1C
→ -1	3	2	-9	-2	1.1	-25	-5	0.4

Three records drawn at random from the list so far, as already listed:
Values run as follows: D2 PAM	D1 ag	D1 PAM	D2 antagonist	TRHR PAM	TRHR agonist	D1 antagonist	RXFP1 antag	D2 agonist
O=C(NCCN1C(=O)S/C(=C\c2ccccc2)C1=O)c1cc(S(=O)(=O)N2CCOCC2)c(Cl)cc1Cl
→ 0	14	5	-14	14	-0.4	-16	7	-0.9
N#Cc1c2c(c(NCCCN3CCOCC3)n3c1nc1ccccc13)CCC2
→ 11	-1	2	12	-6	-0.7	-17	-16	2.0
CCC1=NC(c2ccc(OC)c(OC)c2)N(O)C1(C)C (configuration not stated)
→ 5	7	-9	-16	9	-0.5	-5	-4	-2.1

Next part.
Values run as follows: D2 PAM	D1 ag	D1 PAM	D2 antagonist	TRHR PAM	TRHR agonist	D1 antagonist	RXFP1 antag	D2 agonist
Cc1ccc(S(=O)(=O)NCc2ccc3c(c2)cc(C)n3C)cc1
→ 10	1	0	-3	10	-0.5	-2	-2	-1.6
Cc1ccc2nc(Cl)c3cc(C(=O)NCCCN(C)Cc4ccccc4)sc3c2c1
→ 2	14	-5	·	-1	1.0	-16	-40	1.1
Cn1c(=O)c2c(-c3ccccc3)n(-c3ccccc3O)cc2n(C)c1=O
→ 2	1	-4	14	0	-0.6	7	7	0.2
COc1ccccc1CC(=O)NNS(=O)(=O)c1cccc([N+](=O)[O-])c1
→ -23	2	-4	-12	1	0.1	0	-11	-0.7
COc1ccccc1NC(=S)N(Cc1cccnc1)Cc1ccccc1Cl
→ 1	1	-3	20	-1	-0.2	-13	-15	-0.4
Cc1nn(C(=O)c2ccccc2)c(C)c1S(=O)(=O)N1CCCCCC1
→ 15	-2	0	·	4	0.1	6	·	1.2
CC(NC(=O)COc1ccc(N(C)S(=O)(=O)c2ccccc2)cc1)c1ccccc1 (configuration not stated)
→ -9	8	2	4	-4	-0.7	-10	-1	-4.4
O=C(O)Cn1cc(C(=S)N2CCCCC2)c2ccccc21
→ 8	3	1	-12	2	1.1	4	-1	0.0
NS(=O)(=O)c1ccc(NC(=O)CCC(=O)c2ccc(Cl)s2)cc1
→ 4	3	·	2	-3	0.9	11	-1	2.1
O=C(Nc1cccc(C(F)(F)F)c1)c1ccc(-n2cncn2)nc1
→ -14	8	-2	-12	-3	-0.3	-2	-1	-1.7
C=CCOC(=O)C1=C[C@H](C2CCCCC2)[C@@H](CCCO)[C@H](OCC)O1
→ 19	15	-2	-6	0	-0.8	19	·	0.4
COc1ccc2c(c1OC)C(=O)N(c1ccc(C)c(C)c1)C2=O
→ -1	2	-6	-9	7	-0.5	-9	1	-0.3
CO/N=C(\C)c1ncc(C(F)(F)F)cc1N1CCOCC1
→ -6	-1	8	13	0	0.7	18	7	0.4
CCN(CC)CCN(C(=O)c1ccc2c(c1)CCCC2)c1nc2ccc(OC)cc2s1
→ -20	15	0	-3	1	0.6	0	?	1.0
Fc1ccc(C2CC(c3ccco3)=Nc3ccccc3S2)cc1 (configuration not stated)
→ 4	0	2	1	-6	1.9	-10	-14	0.3
COc1ccc(C2CC(=O)N3CN(Cc4ccco4)CSC3=C2C#N)cc1 (configuration not stated)
→ 1	3	-9	1	3	-0.1	-12	4	0.2
Cc1cccc(NC(=O)CN2CCN(C(=O)c3cnn(Cc4ccccc4)c3)CC2)c1C
→ 24	1	5	5	3	0.0	5	-18	0.7
NC(=O)C1CCN(C(=O)c2ccc([N+](=O)[O-])cc2NC(=O)c2cccs2)CC1
→ -5	2	·	9	9	0.7	-14	0	2.1
Cc1ccc(NC(=O)CSCC(=O)OC(C)C(=O)Nc2ccc(S(N)(=O)=O)cc2)c(C)c1 (configuration not stated)
→ -3	2	-3	4	-1	-0.3	-10	0	0.8
C#CCN(C(=O)CC1C(=O)NCCN1C/C=C/c1ccccc1)C1CCCCC1 (configuration not stated)
→ -7	1	4	-11	-2	0.9	-2	-9	0.4
NC(=O)CC(NC(=O)c1cccc(Br)c1)c1ccc(N2CCC(Br)CC2)c([N+](=O)[O-])c1 (configuration not stated)
→ 5	-1	-6	-6	-2	-0.2	-9	·	-0.2
COC(=O)c1ccc(NC(=O)C[n+]2ccccc2)cc1
→ -7	5	-2	13	-1	0.6	2	7	0.6
CC(C)C(=O)N1CCN(c2ccccc2NC(=O)c2ccco2)CC1
→ -1	1	2	-21	7	0.5	0	-19	0.7
NC(=O)Nc1ccc(C(=O)N2CCN(S(=O)(=O)Cc3ccccc3)CC2)cc1
→ -10	4	·	18	13	0.3	3	2	0.5
COc1cccc(C(=O)Nc2cc(C)c3c(=O)oc4ccccc4c3n2)c1
→ 6	0	-2	27	1	0.1	3	·	-0.9
CC1(N(O)C=C2C=CC(=O)C=C2)CCCCC1=O (configuration not stated)
→ 0	2	2	-1	-4	0.1	-10	10	2.1
